MC4R antagonist = MC4R antagonists of cAMP signaling, primary screen, cell-based, TR-FRET, antagonist arm of biased-ligand search; inhibition, % at 6.5 µM; AID 540295, 2011; MC4R-expressing cells, MTII-stimulated cAMP, LANCE TR-FRET; 360,000 compounds, 0.48% hits;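 active = inhibition above its plate's cutoff, the mean of tested wells on that plate plus 3 SD, cut at about 29% in these data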;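 note: 0% = Melanotan II alone and 100% = Melanotan II plus saturating MCL0020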
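Assay system: U2OS-MC4R stable cell line; Also added: Melanotan II; Technique: Eu-cAMP/anti-cAMP TR-FRET, emission 671 nm; Times: 30-min compound, 1-h challenge, 1-h detection, room temperature.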
MC4R barr agon = MC4R agonists recruiting beta-arrestin, primary screen, cell-based, luminescence, agonist arm of biased-ligand search; Melanocortin receptor 4 (Homo sapiens), P32245; U2OS MC4R beta-arrestin complementation; percent of melanotan II response, DMSO zero; activation, % at 8.9 µM; 360,000 compounds, 0.98% hits; AID 540308, 2011;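 active = activation above a per-plate cutoff, the mean activation of sample wells on that plate plus 3 SD, cut at about 8% in these data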
TLR9-MyD88 inh = inhibitors of TLR9-MyD88 association in cells, primary screen, cell-based, CHO, BLA complementation, fluorescence | 340,000 compounds, 0.21% hits | Toll-like receptor 9 (Homo sapiens) + Myeloid differentiation primary response protein … | inhibition, % at 4.98 µM | CCF4 FRET ratio | AID 504734, 2011;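 active = inhibition above the mean over all tested compounds plus 3 SD, cut at about 21% in these data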;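 note: 0% = DMSO only wells and 100% = clavulanate BLA inhibitor control wells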
Target sequence (Q99836 whole entry, looked up): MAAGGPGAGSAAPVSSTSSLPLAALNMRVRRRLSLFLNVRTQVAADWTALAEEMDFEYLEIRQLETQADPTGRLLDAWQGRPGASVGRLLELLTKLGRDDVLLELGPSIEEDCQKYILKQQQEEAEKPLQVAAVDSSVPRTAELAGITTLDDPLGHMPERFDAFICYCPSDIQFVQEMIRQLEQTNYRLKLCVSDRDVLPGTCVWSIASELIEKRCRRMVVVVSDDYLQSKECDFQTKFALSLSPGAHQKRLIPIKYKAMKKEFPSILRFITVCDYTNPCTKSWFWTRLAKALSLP
Target sequence (Q9NR96 whole entry, looked up): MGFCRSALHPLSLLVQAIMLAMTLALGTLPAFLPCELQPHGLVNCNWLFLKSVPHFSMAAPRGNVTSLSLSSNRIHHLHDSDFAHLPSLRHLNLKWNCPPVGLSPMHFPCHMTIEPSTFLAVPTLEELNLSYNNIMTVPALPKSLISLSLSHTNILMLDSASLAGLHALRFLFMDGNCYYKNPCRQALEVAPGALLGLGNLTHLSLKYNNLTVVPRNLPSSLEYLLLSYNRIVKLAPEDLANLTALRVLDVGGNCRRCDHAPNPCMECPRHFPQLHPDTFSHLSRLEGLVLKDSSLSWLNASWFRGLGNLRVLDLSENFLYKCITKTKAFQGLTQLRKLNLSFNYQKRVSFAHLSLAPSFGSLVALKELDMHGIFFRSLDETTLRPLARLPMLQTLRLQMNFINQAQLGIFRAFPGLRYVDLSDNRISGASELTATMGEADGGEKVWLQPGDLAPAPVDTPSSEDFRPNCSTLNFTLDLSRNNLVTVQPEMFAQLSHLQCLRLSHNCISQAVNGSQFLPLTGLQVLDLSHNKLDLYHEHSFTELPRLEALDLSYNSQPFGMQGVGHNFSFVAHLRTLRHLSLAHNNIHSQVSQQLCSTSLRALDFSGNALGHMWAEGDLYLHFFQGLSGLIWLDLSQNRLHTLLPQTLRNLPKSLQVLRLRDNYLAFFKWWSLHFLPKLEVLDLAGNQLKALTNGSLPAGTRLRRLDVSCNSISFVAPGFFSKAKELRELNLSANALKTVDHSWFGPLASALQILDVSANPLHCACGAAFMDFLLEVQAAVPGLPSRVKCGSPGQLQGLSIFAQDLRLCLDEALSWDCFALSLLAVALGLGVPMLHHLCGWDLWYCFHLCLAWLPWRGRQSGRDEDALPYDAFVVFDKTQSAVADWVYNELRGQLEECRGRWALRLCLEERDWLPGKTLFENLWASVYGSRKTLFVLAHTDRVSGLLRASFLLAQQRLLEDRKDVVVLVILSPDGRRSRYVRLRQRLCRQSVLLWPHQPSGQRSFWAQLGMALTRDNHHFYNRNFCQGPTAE
ABCB6 inh MLPCN = ABCB6 transporter inhibitors, primary screen, K562-ABCB6 cells, flow cytometry, MLPCN library | ATP-binding cassette sub-family B member 6 (Homo sapiens), Q9NP58 | K562-ABCB6 porphyrin accumulation, 1 h; hits give low values | fluorescence ratio to DMSO, % at 10 µM | 360,000 compounds, 0.19% hits | AID 602162, 2011;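 active = fluorescence ratio to DMSO below 75%, the collection mean minus 3 SD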;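 note: signal is porphyrin accumulated inside mitochondria; 100% equals median channel fluorescence of DMSO control wells; lower ratio means ABCB6 inhibition with less porphyrin fluorescence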
Cardio protect = cardioprotection against H2O2-induced cell death, primary screen, uHTS, H9c2 cells, ATPLite luminescence. 360,000 compounds, 0.63% hits. H9c2 cardiomyocytes, H2O2 injury protection, 2 h. AID 588492, 2011. protection from H2O2 cell death, % at 20 µM;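 active = compounds giving at least 50% protection of heart cells from peroxide-induced death in the single-dose screen, raw or plate-pattern-corrected value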;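 note: 0% = DMSO wells with peroxide and 100% = DMSO wells without peroxide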
NOD2-RIPK2 inh = NOD2-RIPK2 binding disruptors in cells, primary screen, fluorescence, CHO cells, BLA complementation | Receptor-interacting serine/threonine-protein kinase 2 (Homo sapiens), O43353 | CCF4 ratio | inhibition, % at 4.98 µM | 360,000 compounds, 0.38% hits | AID 624267, 2012; in the data active = inhibition above about 21%;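 note: 0% = vehicle only and 100% = reference blocker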
N-glyco inh = increase of ERlucT glycosylation luciferase signal, primary screen, N-linked glycosylation inhibitor project, D54 ERlucT cells, luminescence, set 2 | D54 ERlucT glycosylation luciferase reporter, 24 h; percent of 100 nM tunicamycin response | 360,000 compounds, 0.23% hits | reporter increase, % at 12.5 µM | AID 588692, 2011;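 active = mean luciferase reporter signal, scaled so untreated is 0 and the glycosylation-blocking control 100, at or above a set limit in every replicate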;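 note: luciferase carries N-glycosylation sites so blocking glycosylation raises the light; 0% = median of neutral control wells and 100% = median of 100 nM tunicamycin wells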
ABHD5 PLIN5 PPI = ABHD5-PLIN5 interaction inhibitors, primary screen, cell lysate, split luciferase complementation, luminescence; inhibition, % at 4 µM; Perilipin-5 (Homo sapiens) + 1-acylglycerol-3-phosphate O-acyltransferase ABHD5 (Homo …; 360,000 compounds, 0.78% hits; Split G. princeps luciferase complementation, 4 h; AID 602281, 2012;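 active = inhibition above the mean inhibition across every tested compound plus 3 SD, cut at about 22% in these data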;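 note: 0% = DMSO only wells and the 100% control is not disclosed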
HTR2A ag = mouse Htr2a agonists via beta-arrestin recruitment, primary screen, cell-based, luminescence; 5-hydroxytryptamine receptor 2A (Mus musculus), P35363; CHO-K1 mHTR2A beta-arrestin complementation; percent of 30 µM serotonin response; activation, % at 7.6 µM; 360,000 compounds, 0.66% hits; AID 624169, 2012;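 active = activation above a run cutoff, the mean activation of all tested compounds plus 3 SD, cut at about 14% in these data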;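 note: 0% = plate median of compound wells and 100% = 30 µM serotonin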
SRC2 inh = inhibition of GAL4-SRC2 driven luciferase reporter, primary screen, SRC2 inhibitor project, cell-based, luminescence; Nuclear receptor coactivator 2 (Homo sapiens), Q15596; HEK293 GAL4-SRC2 luciferase reporter; inhibition, % at 9 µM; 370,000 compounds, 0.17% hits;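 active = inhibition above the mean inhibition of all tested compounds plus 3 SD, set per campaign, cut at about 52% in these data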;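 note: 0% = DMSO treated cells and 100% = cells given Gossypol at 36 µM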
* hit, by the source's call. These rows are one share of the data; rates above refer to the full screens.

For N#CC1C(C#N)C2CCC1C1C2N1c1ccccc1 (stereo unspecified) the results were MC4R antagonist -5, MC4R barr agon -0.5, TLR9-MyD88 inh -8, ABCB6 inh MLPCN 96, Cardio protect 3, NOD2-RIPK2 inh -4, N-glyco inh -1, ABHD5 PLIN5 PPI 8, HTR2A ag 2 and SRC2 inh -14.
For Cc1nc2ccccc2c(=O)n1-c1ccc(Br)cc1[N+](=O)[O-] the results were MC4R antagonist 14, MC4R barr agon -2.3, TLR9-MyD88 inh 0, ABCB6 inh MLPCN 103, Cardio protect 2, NOD2-RIPK2 inh -8, N-glyco inh 4, ABHD5 PLIN5 PPI 0, HTR2A ag 3 and SRC2 inh 3.
For CN1C(=O)/C(=C/c2ccc(N3CCCCCC3)o2)C(=O)NC1=S the results were MC4R antagonist -8, MC4R barr agon -0.8, TLR9-MyD88 inh -9, ABCB6 inh MLPCN 100, Cardio protect -4, NOD2-RIPK2 inh 1, N-glyco inh -4, ABHD5 PLIN5 PPI 6, HTR2A ag -5 and SRC2 inh -83.
`O=C(Nc1ccccc1OC(=O)N1CCOCC1)N1CCOCC1` gave MC4R antagonist 2, MC4R barr agon -1.2, TLR9-MyD88 inh 4, ABCB6 inh MLPCN 90, Cardio protect 6, NOD2-RIPK2 inh 3, N-glyco inh 1, ABHD5 PLIN5 PPI 0, HTR2A ag 1 and SRC2 inh 0.
O=S1(=O)CC2(N3CCOCC3)CCCCC21 (stereo unspecified) was read as MC4R antagonist 3, MC4R barr agon -0.2, TLR9-MyD88 inh -6, ABCB6 inh MLPCN 103, Cardio protect 3, NOD2-RIPK2 inh -8, N-glyco inh 1, ABHD5 PLIN5 PPI 1, HTR2A ag 3 and SRC2 inh 4.
Screening COc1ccc(OC)c(-n2c(O)c(/C=C3\C=Nc4ccccc43)c(=O)[nH]c2=O)c1 returned MC4R antagonist -12, MC4R barr agon -1.6, TLR9-MyD88 inh 8, ABCB6 inh MLPCN 100, Cardio protect 24, NOD2-RIPK2 inh 4, N-glyco inh 6, ABHD5 PLIN5 PPI 22, HTR2A ag 8 and SRC2 inh -20.
Screening O=C(c1ccc(Cl)cc1)C1CCCN(C2CCSCC2)C1 (stereo unspecified) returned MC4R antagonist -1, MC4R barr agon -1.7, ABCB6 inh MLPCN 108, Cardio protect 4, NOD2-RIPK2 inh -5, N-glyco inh -7, ABHD5 PLIN5 PPI 2, HTR2A ag -7 and SRC2 inh -52.
For CC(C)NC1C2CCC(CC2)C1(O)c1ccc(Cl)c(Cl)c1 (stereo unspecified) the results were MC4R antagonist 2, MC4R barr agon -0.9, TLR9-MyD88 inh -7, ABCB6 inh MLPCN 97, Cardio protect 4, NOD2-RIPK2 inh 1, N-glyco inh -5, ABHD5 PLIN5 PPI 9, HTR2A ag -3 and SRC2 inh 5.
O=S(=O)(c1cc(Cl)cc(Cl)c1)N1Cc2cc(N3CCOCC3)ccc2-n2nncc2C1 was read as ABCB6 inh MLPCN 91, Cardio protect -2, NOD2-RIPK2 inh -4, N-glyco inh -7, ABHD5 PLIN5 PPI -9, HTR2A ag 11 and SRC2 inh -27.
For C[C@@H]1COc2cccc(N3CCN(C)CC3)c2S(=O)(=O)N1 the results were ABCB6 inh MLPCN 96, NOD2-RIPK2 inh -8, ABHD5 PLIN5 PPI -12, HTR2A ag -3 and SRC2 inh -14.
Screening COc1cc(OC)c(OC)cc1CNCCc1ccc(OC)c(OC)c1 returned MC4R antagonist 10, MC4R barr agon -2.3, TLR9-MyD88 inh -6, ABCB6 inh MLPCN 100, Cardio protect 0, NOD2-RIPK2 inh -6, N-glyco inh 4, ABHD5 PLIN5 PPI -3, HTR2A ag 4 and SRC2 inh 3.
C[C@H]1CC[C@@H]2N(C1)C[C@H]1[C@@H]3C[C@H]4[C@@H](CC(=O)[C@H]5C[C@@H](O)CC[C@@]54C)[C@@H]3CC[C@H]1[C@]2(C)O was read as MC4R antagonist 9, MC4R barr agon -1.6, TLR9-MyD88 inh -1, ABCB6 inh MLPCN 103, Cardio protect 8, NOD2-RIPK2 inh 4, N-glyco inh -1, ABHD5 PLIN5 PPI 7, HTR2A ag -2 and SRC2 inh 11.
Clc1ccc2c(c1)C(c1ccccc1Cl)=NCc1nnc(N3CCN(CCSc4ccccc4)CC3)n1-2 was read as MC4R antagonist -1, MC4R barr agon 1.9, TLR9-MyD88 inh -1, ABCB6 inh MLPCN 92, Cardio protect -11, NOD2-RIPK2 inh 3, N-glyco inh -1, ABHD5 PLIN5 PPI 26*, HTR2A ag 10 and SRC2 inh 8.
`C(#CCN1CCCCC1)CN1CCCCC1` gave ABCB6 inh MLPCN 99, Cardio protect 0, NOD2-RIPK2 inh -22, N-glyco inh 0, ABHD5 PLIN5 PPI 15 and HTR2A ag 1.
Cc1cc(O)c2c(c1)OC(C)(C)C1=C2CC(C)CC1 (stereo unspecified) was read as MC4R antagonist 2, MC4R barr agon 2.6, TLR9-MyD88 inh 2, ABCB6 inh MLPCN 100, Cardio protect -9, NOD2-RIPK2 inh 0, N-glyco inh -2, ABHD5 PLIN5 PPI -1, HTR2A ag 1 and SRC2 inh -1.
Cc1nc2nc(SCC(=O)N3CCC4(CC3)OCCO4)nn2c(C)c1Cc1ccccc1 was read as MC4R antagonist 10, MC4R barr agon -1.8, TLR9-MyD88 inh 5, ABCB6 inh MLPCN 103, Cardio protect 9, NOD2-RIPK2 inh 9, N-glyco inh -1, ABHD5 PLIN5 PPI 1, HTR2A ag 3 and SRC2 inh 10.
For CN(C(=O)COC(=O)c1cn(C)c2ccccc12)C1CCCCC1 the results were MC4R antagonist 1, MC4R barr agon -0.6, TLR9-MyD88 inh -8, ABCB6 inh MLPCN 83, Cardio protect 8, NOD2-RIPK2 inh -2, N-glyco inh -2, ABHD5 PLIN5 PPI 2, HTR2A ag 3 and SRC2 inh -2.
`O=C(c1cc2c(s1)-c1ccccc1OC2)N1CCC2(CC1)OCCO2` gave MC4R antagonist -15, MC4R barr agon -2.1, TLR9-MyD88 inh 7, ABCB6 inh MLPCN 104, Cardio protect 2, NOD2-RIPK2 inh -5, N-glyco inh 7, ABHD5 PLIN5 PPI 0, HTR2A ag -1 and SRC2 inh -36.
`CN1C(=O)C(=Cc2ccc(Sc3ccccc3)o2)C(=O)N(C)C1=O` gave MC4R antagonist 15, MC4R barr agon -1.3, TLR9-MyD88 inh 6, ABCB6 inh MLPCN 94, Cardio protect 2, NOD2-RIPK2 inh -11, N-glyco inh 9, ABHD5 PLIN5 PPI 10, HTR2A ag -6 and SRC2 inh 19.
For OCCNCCc1c[nH]c2ccc(OCc3ccccc3)cc12 the results were MC4R antagonist 2, MC4R barr agon -1.3, TLR9-MyD88 inh -4, ABCB6 inh MLPCN 94, Cardio protect 10, NOD2-RIPK2 inh 3, N-glyco inh -2, ABHD5 PLIN5 PPI 6, HTR2A ag 6 and SRC2 inh -47.
For O=C(NC(=S)N1C[C@H]2C[C@H](C1)c1cccc(=O)n1C2)c1ccc(Cl)cc1Cl the results were MC4R antagonist 5, MC4R barr agon 0.5, TLR9-MyD88 inh -2, ABCB6 inh MLPCN 100, Cardio protect 6, NOD2-RIPK2 inh -13, N-glyco inh 1, ABHD5 PLIN5 PPI -2, HTR2A ag 9 and SRC2 inh 21.
Screening COc1ccc(S(=O)(=O)N2CCOCC2)cc1NC(=O)COC(=O)Cc1ccccc1 returned MC4R antagonist 5, MC4R barr agon 0.0, TLR9-MyD88 inh -2, ABCB6 inh MLPCN 98, Cardio protect -2, NOD2-RIPK2 inh -9, N-glyco inh 0, ABHD5 PLIN5 PPI -6, HTR2A ag -1 and SRC2 inh -12.
CC(=O)Nc1ccccc1C(=O)OCC(=O)c1ccc2ccccc2c1 was read as MC4R antagonist 9, MC4R barr agon 1.2, TLR9-MyD88 inh 1, ABCB6 inh MLPCN 96, Cardio protect -8, NOD2-RIPK2 inh -2, N-glyco inh 0, ABHD5 PLIN5 PPI -1, HTR2A ag -1 and SRC2 inh 1.
C[C@@H]([C@@H](O)c1ccccc1)N(C)C(=O)Cc1ccccc1 was read as MC4R antagonist 3, MC4R barr agon -0.8, TLR9-MyD88 inh 0, ABCB6 inh MLPCN 96, Cardio protect 11, NOD2-RIPK2 inh -4, N-glyco inh 3, ABHD5 PLIN5 PPI 0, HTR2A ag 0 and SRC2 inh 1.
Screening CCCCn1c(O)c(C(CC)=NCc2ccc3c(c2)OCO3)c(=O)[nH]c1=O returned MC4R antagonist 8, MC4R barr agon -0.3, TLR9-MyD88 inh -4, ABCB6 inh MLPCN 98, Cardio protect -25, NOD2-RIPK2 inh -2, N-glyco inh -1, ABHD5 PLIN5 PPI -3, HTR2A ag -5 and SRC2 inh 14.
O=C1NCN(c2ccccc2)C12CCN(C(c1cc3ccccc3o1)c1nnnn1-c1ccc3c(c1)OCCO3)CC2 (stereo unspecified) was read as ABCB6 inh MLPCN 98, Cardio protect 2, NOD2-RIPK2 inh -3, N-glyco inh 2, ABHD5 PLIN5 PPI 5, HTR2A ag 2 and SRC2 inh 11.
For O=C1NC(=O)N(c2ccc3c(c2)OCO3)C(=O)/C1=C\c1ccc(-c2ccccc2C(=O)O)o1 the results were MC4R antagonist -2, MC4R barr agon 1.4, TLR9-MyD88 inh 6, ABCB6 inh MLPCN 100, Cardio protect 7, NOD2-RIPK2 inh 5, N-glyco inh 2, ABHD5 PLIN5 PPI 30*, HTR2A ag -1 and SRC2 inh 8.
`O=c1[nH]c(=O)n(CCc2ccc(F)cc2)c(O)c1/C=N/N1CCCCC1` gave MC4R antagonist 14, MC4R barr agon -1.0, TLR9-MyD88 inh 1, ABCB6 inh MLPCN 99, Cardio protect -6, NOD2-RIPK2 inh -1, N-glyco inh 3, ABHD5 PLIN5 PPI -3, HTR2A ag 1 and SRC2 inh -12.
